Screens from PubChem BioAssay.
DNA FID counter = fluorescent intercalator displacement, NS3 helicase counter-screen; hit rate 0.17% among 290,000; DNA fluorescent intercalator displacement, fluorescence; inhibition, % at 7.9 µM; in the data active = inhibition above about 37%;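 note: 0% = vehicle and 100% = reference compound; higher means more ethidium bromide displaced from hairpin DNA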
IMP-1 inh = blocks Pseudomonas aeruginosa IMP-1 metallo-beta-lactamase; purified IMP-1, nitrocefin hydrolysis, epi-absorbance fluorescence; inhibition, % at 5.6 µM; hit rate 0.45% among 290,000; AID 1556;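 active = inhibition above the mean plus 3 SD of all compounds in the same screening run, cut at about 4.5% in these data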;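 note: 0% = IMP-1 with DMSO and 100% = DMSO wells lacking enzyme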
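System: purified IMP-1; amount: IMP-1 0.2 nM before substrate addition; compound: single dose, 5.6 µM; times: 25 °C, 15 min preincubation, 25 min reaction; signal: Epi-absorbance via hydrolysed-nitrocefin quenching of white-plate fluorescence, 480/530 nm, EDTA stop; benchmarks: DMSO with and without IMP-1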
p-CIP stab down = p/CIP protein destabilization. F442A p/CIP-EGFP cells, EGFP fluorescence, 16 h. decrease of EGFP signal, % at 10 µM. AID 1984. hit rate 0.01% among 290,000. Q05BA5;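 active = EGFP signal decrease of at least 30% at 10 µM or well 3 SD below plate mean, unless failing retest; inactive = the rest, including hits failing retest or dose response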; note: some compounds called inactive have numbers as strong as hits; many of its hits are not listed in these tables
NS3 helicase inh = inhibitors of Hepatitis C virus NS3 helicase | NS3 helicase DNA unwinding, Cy5 molecular beacon fluorescence | inhibition, % at 10.9 µM | AID 1800 | hit rate 0.56% among 290,000;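 active = inhibition above the mean of all tested compounds plus 3 SD, set per campaign, cut at about 35% in these data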;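 note: 0% = DMSO wells and 100% = thioflavine S control wells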
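assay system = NS3 helicase fragment of HCV | buffer or medium = MOPS pH 6.5, MgCl2, DTT, Tween20, BSA | timing = 60 min unwinding reaction at 25 °C after ATP addition | signal = Cy5 beacon fluorescence read at start and 1 h | read-out basis = % inhibition of unwinding | control set = low DMSO, high thioflavine S at 110 µM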
M18AAP inhibitor = blocks P. falciparum M18 aspartyl aminopeptidase. AID 1822. inhibition, % at 7.35 µM. hit rate 1.2% among 290,000. recombinant PfM18AAP, H-Glu-NHMec fluorogenic cleavage;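 active = inhibition above the campaign mean inhibition over all tested compounds plus 3 SD, cut at about 28% in these data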;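 note: 0% = plate median of test compound wells and 100% = 2 mM ZnCl2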
VIM-2 inh = inhibitors of Pseudomonas aeruginosa VIM-2 metallo-beta-lactamase | purified VIM-2, nitrocefin hydrolysis, epi-absorbance fluorescence | inhibition, % at 5.6 µM | AID 1527 | hit rate 0.89% among 290,000;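 active = inhibition above the mean of all tested compounds plus 3 SD, cutoff set per screening run, cut at about 7.5% in these data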;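 note: red hydrolysis product quenches plate fluorescence so inhibitors raise well fluorescence; 0% = enzyme with DMSO and 100% = DMSO without enzyme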
IDE cell activ = IDE (human) activation, cell-based | activation, % at 5.96 µM | hit rate 0.073% among 340,000 | HEK cells, FAbeta-B cleavage, fluorescence polarization; 0% vehicle, 100% cell-free pure enzyme wells | P14735;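 active = activation above the mean of all tested compounds plus 3 SD, set per screening campaign, cut at about 17% in these data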
Target sequence (P14735 whole entry, looked up): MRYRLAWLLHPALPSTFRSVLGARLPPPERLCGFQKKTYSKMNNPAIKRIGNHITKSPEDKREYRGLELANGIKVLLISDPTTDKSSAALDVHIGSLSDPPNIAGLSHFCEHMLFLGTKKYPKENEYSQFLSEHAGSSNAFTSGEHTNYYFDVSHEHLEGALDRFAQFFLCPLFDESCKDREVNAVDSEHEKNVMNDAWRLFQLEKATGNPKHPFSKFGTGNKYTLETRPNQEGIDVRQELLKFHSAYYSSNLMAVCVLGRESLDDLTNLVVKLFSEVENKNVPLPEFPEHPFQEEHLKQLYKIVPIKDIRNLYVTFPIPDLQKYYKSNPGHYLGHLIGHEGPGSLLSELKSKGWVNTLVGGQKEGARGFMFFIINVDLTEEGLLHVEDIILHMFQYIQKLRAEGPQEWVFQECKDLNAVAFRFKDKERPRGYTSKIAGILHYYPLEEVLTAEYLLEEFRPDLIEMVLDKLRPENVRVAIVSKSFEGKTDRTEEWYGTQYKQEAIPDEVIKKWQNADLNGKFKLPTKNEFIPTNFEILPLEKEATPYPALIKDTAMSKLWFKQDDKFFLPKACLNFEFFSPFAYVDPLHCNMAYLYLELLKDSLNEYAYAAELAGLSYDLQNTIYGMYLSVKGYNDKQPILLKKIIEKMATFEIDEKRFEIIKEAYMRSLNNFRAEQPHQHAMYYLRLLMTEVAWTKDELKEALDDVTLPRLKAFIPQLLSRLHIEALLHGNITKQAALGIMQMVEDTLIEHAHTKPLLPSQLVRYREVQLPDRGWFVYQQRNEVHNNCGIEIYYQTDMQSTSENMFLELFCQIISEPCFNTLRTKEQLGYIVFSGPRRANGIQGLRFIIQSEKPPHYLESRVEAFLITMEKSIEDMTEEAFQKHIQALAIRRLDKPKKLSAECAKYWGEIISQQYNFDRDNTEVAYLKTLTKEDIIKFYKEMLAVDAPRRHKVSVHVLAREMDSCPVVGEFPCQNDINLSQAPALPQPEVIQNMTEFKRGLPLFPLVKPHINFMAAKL
IDE inh = cellular human IDE inhibition | P14735 | HEK cells, FAbetaB cleavage, fluorescence polarization | inhibition, % at 5.59 µM | hit rate 0.41% among 320,000 | AID 434962;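 active = percent inhibition above the average of all tested compounds plus 3 SD, set per screening campaign, cut at about 16% in these data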;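 note: IDE supplied by intact live HEK cells; FP after avidin binding of uncleaved biotin substrate so inhibition keeps polarization high; 0% = DMSO wells and 100% = 60 µM reference IDE inhibitor Ii1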
UBC9 SUMO inh = SUMOylation inhibition | P63279 | HTRF SUMOylation assay, SAE1/SAE2 + UBC9, in vitro | inhibition, % at 35 µM | hit rate 0.36% among 290,000 | AID 2006; in the data active = inhibition above about 50%, passing the limit was not always enough; note: strong numbers were not always called active
* = called active by the depositor.

For COc1cc2cc(C(=O)Nc3ccccc3)c(N)nc2cc1OC the results were DNA FID counter 6, IMP-1 inh -2.8, p-CIP stab down -11, NS3 helicase inh -7, M18AAP inhibitor -1, VIM-2 inh -0.6, IDE cell activ 1, IDE inh 0 and UBC9 SUMO inh 20.
Screening Cc1c(C(=O)Nc2cccnc2)oc2ccc(Br)cc12 returned DNA FID counter -18, IMP-1 inh -2.5, p-CIP stab down 2, NS3 helicase inh -4, M18AAP inhibitor 8, VIM-2 inh -3.7, IDE cell activ 3, IDE inh 1 and UBC9 SUMO inh 2.
O=C(/C=C/c1ccco1)NC(=S)Nc1nc(-c2ccc(Cl)cc2)cs1 was read as DNA FID counter -1, IMP-1 inh -2.2, p-CIP stab down -11, NS3 helicase inh 7, M18AAP inhibitor 5, VIM-2 inh -4.6, IDE cell activ -5, IDE inh -2 and UBC9 SUMO inh 10.
Screening Oc1ccccc1-c1nnc(SCCN2CCOCC2)n1Cc1ccccc1 returned DNA FID counter -14, IMP-1 inh -1.4, p-CIP stab down 7, NS3 helicase inh 2, M18AAP inhibitor 13, VIM-2 inh -0.4, IDE cell activ 2, IDE inh -9 and UBC9 SUMO inh -8.
`C=CCNC(=O)CN1N=C(c2ccc(C)cc2)CCC1=O` gave DNA FID counter -4, IMP-1 inh -3.8, p-CIP stab down -19, NS3 helicase inh -9, M18AAP inhibitor -4, VIM-2 inh -2.5, IDE cell activ 2, IDE inh -5 and UBC9 SUMO inh 26.
Screening O=C(/C=C\c1cccs1)c1c(O)ccc2ccc(=O)oc12 returned DNA FID counter 4, IMP-1 inh -1.4, p-CIP stab down -10, NS3 helicase inh -3, M18AAP inhibitor -2, VIM-2 inh -0.6, IDE cell activ 4, IDE inh 0 and UBC9 SUMO inh -9.
`O=C(CSc1nc(-c2cccs2)cc(C(F)(F)F)n1)Nc1cc(OCC(F)(F)C(F)F)cc([N+](=O)[O-])c1` gave DNA FID counter -4, IMP-1 inh 0.1, p-CIP stab down 8, NS3 helicase inh 2, M18AAP inhibitor 10, VIM-2 inh -2.5, IDE cell activ -6, IDE inh -4 and UBC9 SUMO inh -17.
Screening CSc1ncc(OCc2ccccc2)c(=O)[nH]1 returned DNA FID counter -3, IMP-1 inh -1.2, p-CIP stab down -8, NS3 helicase inh 24, M18AAP inhibitor 2, VIM-2 inh -1.9, IDE cell activ 6, IDE inh 4 and UBC9 SUMO inh 8.
Screening Cc1cc(C(=O)Nc2ncn(Cc3ccc(F)cc3)n2)ccc1[N+](=O)[O-] returned DNA FID counter -3, IMP-1 inh 0.1, p-CIP stab down 4, NS3 helicase inh -6, M18AAP inhibitor 31*, VIM-2 inh -0.1, IDE cell activ 2, IDE inh 5 and UBC9 SUMO inh -13.
COc1ccc2cc(C#N)c(N3CCN(C(=O)c4ccccc4C)CC3)nc2c1 was read as DNA FID counter -31, IMP-1 inh -1.7, p-CIP stab down 7, NS3 helicase inh -11, M18AAP inhibitor 2, VIM-2 inh -1.1, IDE cell activ 4, IDE inh -4 and UBC9 SUMO inh 7.
O=C(Cc1ccccc1Cl)Nc1ccc(S(=O)(=O)Nc2nccs2)cc1 was read as DNA FID counter -16, IMP-1 inh -1.6, p-CIP stab down 3, NS3 helicase inh -3, M18AAP inhibitor 4, VIM-2 inh -1.8, IDE cell activ 4, IDE inh 3 and UBC9 SUMO inh 14.
`COc1ccccc1NC(=O)C1CCCN(S(=O)(=O)c2ccc3c(c2)CC(C)N3C(C)=O)C1` (stereo not given) gave DNA FID counter -45, IMP-1 inh -3.4, p-CIP stab down -36, NS3 helicase inh 3, M18AAP inhibitor -2, VIM-2 inh -6.3, IDE cell activ 3, IDE inh 3 and UBC9 SUMO inh -6.
`Cc1ccc(CC(=O)NC2CCN(C)CC2)cc1` gave DNA FID counter 1, IMP-1 inh -2.2, p-CIP stab down -1, NS3 helicase inh 4, M18AAP inhibitor 1, VIM-2 inh -1.5, IDE cell activ 9, IDE inh 1 and UBC9 SUMO inh 11.
CCOC(=O)C1CCCN(C(=O)COC(=O)c2cc(=O)c3ccccc3o2)C1 (stereo not given) was read as DNA FID counter 7, IMP-1 inh 0.1, p-CIP stab down -4, NS3 helicase inh -5, M18AAP inhibitor 3, VIM-2 inh -2.7, IDE cell activ 5, IDE inh 0 and UBC9 SUMO inh 30.
For CCCC1(C)Nc2ccccc2-c2nc3ccccc3n21 (stereo not given) the results were DNA FID counter -2, IMP-1 inh -1.4, p-CIP stab down -5, NS3 helicase inh 5, M18AAP inhibitor 7, VIM-2 inh -1.5, IDE cell activ 2, IDE inh 9 and UBC9 SUMO inh 24.
For CCOC(=O)c1[nH]cnc1C(=O)Nc1ccncc1 the results were DNA FID counter -6, IMP-1 inh -0.1, p-CIP stab down 14, NS3 helicase inh 0, M18AAP inhibitor 3, VIM-2 inh -4.2, IDE cell activ 4, IDE inh 1 and UBC9 SUMO inh -2.
For CC(C)NC(=O)CCn1ccc2cc(S(=O)(=O)N3CCCC3)ccc21 the results were DNA FID counter -19, IMP-1 inh -2.1, p-CIP stab down 6, NS3 helicase inh 7, M18AAP inhibitor 1, VIM-2 inh -1.2, IDE cell activ 1, IDE inh 7 and UBC9 SUMO inh -1.
Screening Cc1nc2scc(C)n2c(=O)c1S(=O)(=O)Nc1ccc(F)cc1 returned DNA FID counter -8, IMP-1 inh -1.4, p-CIP stab down 16, NS3 helicase inh 7, M18AAP inhibitor 1, VIM-2 inh 2.0, IDE cell activ 1, IDE inh 4 and UBC9 SUMO inh 12.
For Cc1ccc(NC(=O)CN(C)CCOc2ccccc2)c([N+](=O)[O-])c1 the results were DNA FID counter -21, IMP-1 inh -2.2, p-CIP stab down -13, NS3 helicase inh -9, M18AAP inhibitor -1, VIM-2 inh -2.0, IDE cell activ 3, IDE inh -2 and UBC9 SUMO inh 14.
For CC(C)CC(C(=O)Nn1cnnc1)N1C(=O)c2ccccc2C1=O (stereo not given) the results were DNA FID counter -4, IMP-1 inh -0.9, p-CIP stab down -10, NS3 helicase inh -5, M18AAP inhibitor 17, VIM-2 inh -0.6, IDE cell activ 1, IDE inh -8 and UBC9 SUMO inh 25.
Screening CC(=O)c1ccc(NC(=O)CSc2ccc(-c3ccc4c(c3)OCO4)nn2)cc1 returned DNA FID counter -3, IMP-1 inh -3.1, p-CIP stab down -16, NS3 helicase inh 0, M18AAP inhibitor 0, VIM-2 inh 0.7, IDE cell activ -1, IDE inh 1 and UBC9 SUMO inh 10.
`Cc1c([N+](=O)[O-])nnn1-c1cc(Cl)cc(Cl)c1` gave DNA FID counter 12, IMP-1 inh -1.0, p-CIP stab down -1, NS3 helicase inh 7, M18AAP inhibitor -2, VIM-2 inh 1.3, IDE cell activ 1, IDE inh 2 and UBC9 SUMO inh 4.
Screening CCCCCCCCNC(=O)C(CCC(=O)OCc1ccccc1)NC(C)=O (stereo not given) returned DNA FID counter -42, IMP-1 inh -2.4, p-CIP stab down -6, NS3 helicase inh 5, M18AAP inhibitor 4, VIM-2 inh -2.6, IDE cell activ -2, IDE inh 4 and UBC9 SUMO inh -2.
For CC(C)=CC[N+]1(C)CCCCC1 the results were DNA FID counter 0, IMP-1 inh -2.5, p-CIP stab down -15, NS3 helicase inh 2, M18AAP inhibitor 1, VIM-2 inh -2.8, IDE cell activ -1, IDE inh 1 and UBC9 SUMO inh 21.
`Cc1cccc(C(=O)OC2CCOC2=O)c1C` (stereo not given) gave DNA FID counter -7, IMP-1 inh -4.1, p-CIP stab down 9, NS3 helicase inh 8, M18AAP inhibitor 2, VIM-2 inh -3.7, IDE cell activ 5, IDE inh 1 and UBC9 SUMO inh 6.
Screening O=C1Nc2ccc([N+](=O)[O-])cc2OC1CCN1CCN(Cc2ccccc2)CC1 (stereo not given) returned DNA FID counter 1, IMP-1 inh -3.4, p-CIP stab down -8, NS3 helicase inh -2, M18AAP inhibitor -2, VIM-2 inh -2.2, IDE cell activ -1, IDE inh -4 and UBC9 SUMO inh -8.
For COc1ccc(NC(=O)/C=C/c2cc(OC)c(OC)c(OC)c2)cn1 the results were DNA FID counter -4, IMP-1 inh -2.5, p-CIP stab down 11, NS3 helicase inh 0, M18AAP inhibitor -3, VIM-2 inh -0.5, IDE cell activ -1, IDE inh 5 and UBC9 SUMO inh -4.
O=c1oc(Nc2ccccc2Cl)nc2ccccc12 was read as DNA FID counter -2, IMP-1 inh -2.1, p-CIP stab down -4, NS3 helicase inh 1, M18AAP inhibitor -2, VIM-2 inh -3.1, IDE cell activ -6 and UBC9 SUMO inh 29.
For O=C(/C=C/c1cccc([N+](=O)[O-])c1)Nc1ccccc1N1CCOCC1 the results were DNA FID counter -5, IMP-1 inh -2.8, p-CIP stab down -8, NS3 helicase inh 5, M18AAP inhibitor 2, VIM-2 inh -2.9, IDE cell activ 8, IDE inh 0 and UBC9 SUMO inh 3.
Screening COCCN=c1scc(C)n1/N=C/C1CC2C=CC1C2 (stereo not given) returned DNA FID counter -5, IMP-1 inh -2.3, p-CIP stab down -10, NS3 helicase inh 6, M18AAP inhibitor 7, VIM-2 inh -3.0, IDE cell activ -5, IDE inh 0 and UBC9 SUMO inh -2.
Screening O=C(NC1(C(F)(F)F)N=C(c2ccccc2)NC1=O)c1ccc(Cl)cc1Cl (stereo not given) returned DNA FID counter -2, IMP-1 inh -1.0, p-CIP stab down -5, NS3 helicase inh -3, M18AAP inhibitor 0, VIM-2 inh -1.7, IDE cell activ 7, IDE inh -1 and UBC9 SUMO inh 2.
For CC(C)Oc1ccc(C(=O)NC2(C(F)(F)F)N=C3SCCN3C2=O)cc1 (stereo not given) the results were DNA FID counter -8, IMP-1 inh -3.8, p-CIP stab down -3, NS3 helicase inh -1, M18AAP inhibitor -8, VIM-2 inh -3.4, IDE cell activ 2, IDE inh -2 and UBC9 SUMO inh 2.
`O=C1CC(C(=O)Nc2ccc(Br)cc2)S/C(=N\N=C\c2ccco2)N1` (stereo not given) gave DNA FID counter -2, IMP-1 inh -3.6, p-CIP stab down -3, NS3 helicase inh -6, M18AAP inhibitor -1, VIM-2 inh -4.3, IDE cell activ 3, IDE inh 4 and UBC9 SUMO inh 26.
`Cc1ccc(Oc2cc(NN3CCCCC3)c([N+](=O)[O-])cc2[N+](=O)[O-])c(Cl)c1` gave DNA FID counter 6, IMP-1 inh -0.6, p-CIP stab down 0, NS3 helicase inh 11, M18AAP inhibitor -12, VIM-2 inh -0.8, IDE cell activ 0, IDE inh 5 and UBC9 SUMO inh -4.
`CC(=O)Nc1ccc(OCC(O)CN2CCN(c3cc(Cl)ccc3C)CC2)cc1` (stereo not given) gave DNA FID counter 16, IMP-1 inh -6.4, p-CIP stab down -4, NS3 helicase inh -8, M18AAP inhibitor -4, VIM-2 inh -5.1, IDE cell activ 1, IDE inh -8 and UBC9 SUMO inh -15.
`COCCn1c(=NC(=O)c2ccc(S(=O)(=O)N3CCc4ccccc4C3)cc2)sc2cc(OC)ccc21` gave DNA FID counter 3, IMP-1 inh 0.2, p-CIP stab down -6, NS3 helicase inh 11, M18AAP inhibitor -5, VIM-2 inh -2.8, IDE cell activ 1, IDE inh -2 and UBC9 SUMO inh 7.
